BioA inh = M. tuberculosis BioA enzyme inhibitors, primary screen, biochemical, plate reader, single point, HTS; purified M. tuberculosis BioA enzyme; inhibition, % at 9.99 µM; AID 602481, 2012; 7,8-diaminopelargonic acid synthase BioA (Mycobacterium tuberculosis); 360,000 compounds, 0.096% hits; in the data active = inhibition above about 40%
Starred values were filed as active, the others as inactive.

C[C@@H]1CN([C@H](C)CO)C(=O)Cc2cc(NS(=O)(=O)c3ccc(F)cc3)ccc2O[C@H]1CN(C)S(=O)(=O)c1ccccc1
  BioA inh: 4.6

O=C(C[C@@H]1C[C@@H]2c3cc(NC(=O)C4CCC4)ccc3O[C@@H]2[C@@H](CO)O1)NCC1CC1
  BioA inh: 4.4

CN1C(=O)c2cc(NC(=O)c3cccs3)ccc2OC[C@@H]2O[C@H](CC(=O)NCC3CC3)CC[C@H]21
  BioA inh: 4.1

O=C(Nc1ccc(F)cc1)N[C@H]1CC[C@@H](CCNC(=O)c2cc(Cl)cc(Cl)c2)O[C@H]1CO
  BioA inh: 6.2

CC(C)CC#Cc1ccc2c(c1)O[C@@H](CN(C)S(C)(=O)=O)[C@H](C)CN([C@H](C)CO)S2(=O)=O
  BioA inh: 0.1

CCC(=O)N(C)C[C@@H]1Oc2cc(-c3ccc(F)cc3)ccc2S(=O)(=O)N([C@@H](C)CO)C[C@@H]1C
  BioA inh: -0.2

O=C(C[C@@H]1CC[C@@H](NC(=O)Cc2cccnc2)[C@H](CO)O1)Nc1ccc(-c2ccccc2)cc1
  BioA inh: -1.7

C[C@H](CO)N1C[C@H](C)[C@H](CN(C)C)Oc2ccc(NS(=O)(=O)c3cn(C)cn3)cc2CC1=O
  BioA inh: -1.9

CO[C@H]1CN(C)C(=O)c2cc(NC(=O)c3ccc4c(c3)OCO4)ccc2OC[C@@H](C)NC[C@H]1C
  BioA inh: -1.1

C[C@@H]1CN([C@@H](C)CO)C(=O)Cc2cc(NC(=O)CCC(F)(F)F)ccc2O[C@@H]1CN(C)S(=O)(=O)c1ccccc1
  BioA inh: 0.3

O=C(C[C@H]1CC[C@@H](NS(=O)(=O)c2ccccc2)[C@H](CO)O1)NCc1ccncn1
  BioA inh: -2.6

Cc1noc(C)c1NC(=O)N(C)C[C@@H]1Oc2cc(C#CCC(C)C)ccc2S(=O)(=O)N([C@@H](C)CO)C[C@H]1C
  BioA inh: -0.1

C[C@@H]1CN([C@H](C)CO)C(=O)c2cc(N(C)C)ccc2O[C@@H](C)CCCCO[C@H]1CN(C)C(=O)NC1CCCCC1
  BioA inh: 2.2

COc1ccc(S(=O)(=O)Nc2ccc3c(c2)C(=O)N([C@H](C)CO)C[C@H](C)[C@H](CN(C)C(=O)Nc2ccc4c(c2)OCO4)OCCCC[C@@H](C)O3)cc1
  BioA inh: -2.5

COCCOC(=O)N1C(=O)[C@@]2(c3ccccc31)[C@H](c1ccccc1OCCO)N1[C@H](c3ccccc3)[C@H](c3ccccc3)OC(=O)[C@H]1[C@@H]2C(N)=O
  BioA inh: -2.0

C[C@@H]1CCCCO[C@H](CN(C)C(=O)Nc2ccc(C(F)(F)F)cc2)[C@@H](C)CN([C@H](C)CO)C(=O)c2cc(NC(=O)NC3CCCCC3)ccc2O1
  BioA inh: -0.1

CO[C@@H]1CN(C)C(=O)c2ccc(NC(=O)c3cc(C)on3)cc2OC[C@H](C)N(CC2CC2)C[C@@H]1C
  BioA inh: 0.5

COc1ccc(NC(=O)N(C)C[C@H]2OCCCC[C@H](C)Oc3ccc(NS(=O)(=O)c4ccc(Cl)cc4)cc3C(=O)N([C@@H](C)CO)C[C@@H]2C)cc1
  BioA inh: 1.2

C[C@@H]1CN([C@@H](C)CO)S(=O)(=O)c2ccc(C#CC3CC3)cc2O[C@H]1CN(C)C
  BioA inh: -1.5

C[C@@H]1CN([C@@H](C)CO)C(=O)CCCn2cc(nn2)CO[C@@H]1CN(C)S(=O)(=O)c1cn(C)cn1
  BioA inh: 0.5

CCCNC(=O)N(C)C[C@@H]1Oc2ncc(-c3ccc(F)cc3)cc2C(=O)N([C@@H](C)CO)C[C@@H]1C
  BioA inh: 0.8

C[C@H](CO)N1C[C@H](C)[C@H](CN(C)Cc2ccc(Oc3ccccc3)cc2)Oc2ccc(NS(=O)(=O)c3ccccc3)cc2C1=O
  BioA inh: -1.5

CCCNC(=O)N(C)C[C@H]1Oc2ncc(-c3ccc(C(=O)N(C)C)cc3)cc2C(=O)N([C@@H](C)CO)C[C@@H]1C
  BioA inh: 1.1

CN1c2ccc(Br)cc2[C@@H]2[C@@H](CCN2C(=O)C2CC2)[C@H]1CO
  BioA inh: 18

CO[C@@H]1CN(C)C(=O)c2ccc(NC(=O)c3ccccc3F)cc2OC[C@H](C)N(CC2CC2)C[C@@H]1C
  BioA inh: 0.2

C/C=C/c1ccc2c(c1)O[C@@H](CN(C)C(=O)Nc1ccc(OC)cc1)[C@@H](C)CN([C@@H](C)CO)S2(=O)=O
  BioA inh: 41*

NCC[C@@H]1CC[C@@H](NC(=O)C2CCCC2)[C@H](CO)O1
  BioA inh: -4.4

CCNC(=O)C[C@H]1CC[C@H]2[C@H](COc3ccc(NC(=O)Nc4cccc(C)c4)cc3C(=O)N2C)O1
  BioA inh: -0.2

CO[C@H]1CN(C)C(=O)c2cc(NS(C)(=O)=O)ccc2OC[C@H](C)N(C(=O)C2CCCCC2)C[C@H]1C
  BioA inh: -2.3

CCC(=O)N1C[C@H](C)[C@@H](OC)CN(C)C(=O)c2cc(NC(=O)C3CCOCC3)ccc2OC[C@@H]1C
  BioA inh: -1.3

Among those listed so far, 2 have two or more sulfur atoms.
C[C@@H]1CN([C@H](C)CO)C(=O)Cc2cc(NS(=O)(=O)c3ccc(F)cc3)ccc2O[C@H]1CN(C)S(=O)(=O)c1ccccc1
  BioA inh: 4.6

CC(C)CC#Cc1ccc2c(c1)O[C@@H](CN(C)S(C)(=O)=O)[C@H](C)CN([C@H](C)CO)S2(=O)=O
  BioA inh: 0.1

Continued.
C[C@H](CO)N1C[C@H](C)[C@@H](CN(C)C(=O)Nc2ccccc2)Oc2ccc(NC(=O)Nc3cccc4ccccc34)cc2CC1=O
  BioA inh: -1.7

CCCNC(=O)N(C)C[C@@H]1Oc2cc(C3=CCCC3)ccc2S(=O)(=O)N([C@@H](C)CO)C[C@@H]1C
  BioA inh: 2.2

COc1ccc(CN(C)C[C@H]2OCCCC[C@@H](C)Oc3ccc(NC(=O)c4ccccc4)cc3C(=O)N([C@@H](C)CO)C[C@@H]2C)cc1
  BioA inh: -1.0

C[C@@H]1CCCCO[C@H](CN(C)C(=O)Nc2ccc(C(F)(F)F)cc2)[C@@H](C)CN([C@@H](C)CO)C(=O)c2cc(NS(=O)(=O)c3cccs3)ccc2O1
  BioA inh: -5.0

C[C@H](NC(=O)C[C@H]1CC[C@H](NC(=O)C2CC2)[C@@H](CO)O1)c1ccccc1
  BioA inh: -2.7

CO[C@@H]1CN(C)C(=O)c2ccc(NC(=O)NC(C)C)cc2OC[C@H](C)N(C(=O)CC2CC2)C[C@@H]1C
  BioA inh: -2.7

C[C@H](CO)N1C[C@H](C)[C@@H](CN(C)Cc2ccc(C(=O)Nc3ccccc3N)cc2)Oc2ccc(NC(=O)Nc3ccc4c(c3)OCO4)cc2CC1=O
  BioA inh: -2.7

C[C@H](CO)N1C[C@H](C)[C@H](CN(C)S(=O)(=O)c2ccc(F)cc2)Oc2ccc(NC(=O)NC3CCCCC3)cc2C1=O
  BioA inh: 0.9

CC(C)NC(=O)N1CCCCN2[C@H](C1)[C@H](c1ccc(C#Cc3ccccc3F)cc1)[C@@H]2CO
  BioA inh: -1.3

C[C@H]1CN([C@@H](C)CO)C(=O)c2cccc(NC(=O)c3ccc(-c4nccs4)cc3)c2O[C@H]1CN(C)Cc1ccc2c(c1)OCO2
  BioA inh: -1.0

CNC[C@@H]1Oc2ccc(NS(=O)(=O)c3ccccc3)cc2C(=O)N([C@H](C)CO)C[C@H]1C
  BioA inh: -1.3

C[C@H](CO)N1C[C@H](C)[C@H](CN(C)Cc2ccc(C(F)(F)F)cc2)OCCCC[C@H](C)Oc2ccc(NC(=O)C3CCCCC3)cc2C1=O
  BioA inh: -6.6

O=C(N[C@@H]1CC[C@@H](CCn2cc(C3(O)CCCC3)nn2)O[C@H]1CO)c1ccccc1F
  BioA inh: 1.9

COc1cccc(C(=O)Nc2ccc3c(c2)C(=O)N(C)[C@H]2CC[C@@H](CC(=O)NCCCN4CCOCC4)O[C@@H]2CO3)c1
  BioA inh: 0.2

C[C@H](CO)N1C[C@H](C)[C@@H](CN(C)Cc2ccc(C(F)(F)F)cc2)Oc2ccc(NC(=O)Nc3ccc(C(F)(F)F)cc3)cc2C1=O
  BioA inh: -2.0

Following part:
Compound | BioA inh
COc1ccc(NC(=O)Nc2ccc3c(c2)C(=O)N([C@@H](C)CO)C[C@H](C)[C@H](CN(C)C(=O)Nc2ccccc2)OCCCC[C@@H](C)O3)cc1 | -5.2
C[C@H](CO)N1C[C@H](C)[C@@H](CN(C)C(=O)C2CC2)Oc2ncc(-c3ccncc3)cc2C1=O | 0.3
COc1ccc(CN(C)C[C@@H]2Oc3ccc(NS(=O)(=O)c4ccc(C)cc4)cc3C(=O)N([C@@H](C)CO)C[C@H]2C)cc1 | 0.1
CN1CCN(C(=O)C2=C[C@H](C(C)(C)C)C[C@H](OCc3ccc(CO)cc3)O2)CC1 | -0.8
Cc1ccccc1S(=O)(=O)NCC[C@H]1CC[C@H](NS(=O)(=O)c2ccccc2C)[C@H](CO)O1 | -0.2
CCNC(=O)C[C@@H]1CC[C@@H]2[C@H](COc3ccc(NC(=O)Nc4ccccc4F)cc3C(=O)N2C)O1 | 0.7
C[C@@H]1CCCCO[C@H](CN(C)C(=O)c2ccncc2)[C@@H](C)CN([C@@H](C)CO)C(=O)c2cc(NC(=O)NC3CCCCC3)ccc2O1 | -1.3
C[C@H](CO)N1C[C@H](C)[C@@H](CN(C)C(=O)Nc2ccccc2F)Oc2ncc(-c3ccccc3)cc2C1=O | -0.8
C[C@@H]1CCCCO[C@H](CN(C)S(=O)(=O)c2ccccc2)[C@@H](C)CN([C@H](C)CO)C(=O)c2cc(NC(=O)Nc3ccccc3)ccc2O1 | 2.4
COc1ccc([C@H]2C=C(C(=O)N3CCCCC3)O[C@@H](OCc3ccc(CO)cc3)C2)cc1 | -0.1
Cc1ccccc1S(=O)(=O)N1C[C@@H](O)COC[C@H]2O[C@H](CC(=O)N3CCC(Cc4ccccc4)CC3)CC[C@@H]21 | 2.3
C[C@@H]1CN([C@H](C)CO)C(=O)c2cc(-c3ccc(C#N)cc3)cnc2O[C@H]1CN(C)C(=O)Nc1ccc(F)cc1 | 1.0

Random excerpt: five compounds from above, in no set order.
Compound | BioA inh
CN1C(=O)c2cc(NC(=O)c3cccs3)ccc2OC[C@@H]2O[C@H](CC(=O)NCC3CC3)CC[C@H]21 | 4.1
C[C@@H]1CCCCO[C@H](CN(C)C(=O)Nc2ccc(C(F)(F)F)cc2)[C@@H](C)CN([C@H](C)CO)C(=O)c2cc(NC(=O)NC3CCCCC3)ccc2O1 | -0.1
COc1ccc([C@H]2C=C(C(=O)N3CCCCC3)O[C@@H](OCc3ccc(CO)cc3)C2)cc1 | -0.1
C[C@H](CO)N1C[C@H](C)[C@H](CN(C)C)Oc2ccc(NS(=O)(=O)c3cn(C)cn3)cc2CC1=O | -1.9
C[C@@H]1CN([C@H](C)CO)C(=O)c2cc(N(C)C)ccc2O[C@@H](C)CCCCO[C@H]1CN(C)C(=O)NC1CCCCC1 | 2.2

Continuation.
Compound | BioA inh
O=C(C[C@@H]1C[C@@H]2c3cc(NC(=O)C4CCC4)ccc3O[C@@H]2[C@@H](CO)O1)NC1CCCC1 | -0.8
C[C@H](CO)N1C[C@H](C)[C@@H](CN(C)S(C)(=O)=O)Oc2cc(C3=CCCCC3)ccc2S1(=O)=O | 6.0
CC(C)C#Cc1ccc2c(c1)O[C@H](CN(C)C(=O)CN(C)C)[C@H](C)CN([C@@H](C)CO)S2(=O)=O | 3.4
Cc1ccc(S(=O)(=O)N[C@H]2CC[C@H](CC(=O)NC3CCCCC3)O[C@H]2CO)cc1 | 6.4
C[C@H]1CN([C@@H](C)CO)C(=O)c2cccc(NS(C)(=O)=O)c2O[C@H]1CN(C)C | -1.5
CNC(=O)C[C@H]1CC[C@H]2[C@H](COc3ccc(NC(=O)c4ccccc4Cl)cc3C(=O)N2C)O1 | -4.2
CC(C)C#Cc1cnc2c(c1)C(=O)N([C@H](C)CO)C[C@H](C)[C@H](CN(C)Cc1ccccc1F)O2 | 3.6
CCCNC(=O)Nc1ccc2c(c1)C(=O)N(C)C[C@@H](OC)[C@@H](C)CN(C)[C@H](C)CO2 | -1.8
C[C@H]1CN([C@@H](C)CO)C(=O)c2cc(NC(=O)C3CC3)ccc2O[C@@H]1CN(C)C(=O)Nc1cccc2ccccc12 | 3.1
C[C@H]1CCCCO[C@@H](CN(C)Cc2ccc(C(F)(F)F)cc2)[C@@H](C)CN([C@@H](C)CO)C(=O)c2cc(NC(=O)Nc3ccccc3)ccc2O1 | -1.1
Cc1noc(C)c1NC(=O)NCC[C@H]1CC[C@@H](NC(=O)Nc2cccc(Cl)c2)[C@H](CO)O1 | 1.2
COc1ccc(CN(C)C[C@H]2Oc3ccc(NS(=O)(=O)c4ccc(F)cc4)cc3CC(=O)N([C@@H](C)CO)C[C@H]2C)cc1 | -0.1
COCC#Cc1cnc2c(c1)C(=O)N([C@@H](C)CO)C[C@H](C)[C@H](CN(C)C(=O)C1CCOCC1)O2 | -2.0
COCC(=O)Nc1ccc2c(c1)OC[C@H](C)N(Cc1ccccc1)C[C@H](C)[C@H](OC)CN(C)C2=O | -1.4
N#C[C@H]1[C@@H](c2ccc(-c3ccccc3)cc2)[C@@H](CO)N1C(=O)Cc1ccccc1 | 2.1
COc1ccc(S(=O)(=O)Nc2ccc3c(c2)C(=O)N(C)C[C@@H](OC)[C@H](C)CN(Cc2cc(F)ccc2F)[C@H](C)CO3)cc1 | -1.2
C[C@H](NC(=O)C[C@H]1C[C@H]2c3cc(NS(=O)(=O)c4ccc(F)cc4)ccc3O[C@H]2[C@@H](CO)O1)c1ccccc1 | 0.0
CCC(=O)N(C)C[C@H]1Oc2ncc(-c3ccccc3C)cc2C(=O)N([C@@H](C)CO)C[C@@H]1C | -4.3
C[C@H]1CN([C@@H](C)CO)C(=O)c2cccc(NC(=O)C3CC3)c2O[C@@H]1CN(C)Cc1ccccc1 | -3.0
COc1ccc(-c2ccc3c(c2)O[C@@H](CN(C)CC2CC2)[C@@H](C)CN([C@@H](C)CO)S3(=O)=O)cc1 | 0.1
CN(C)C(=O)c1cccc(-c2ccc([C@@H]3[C@@H](C#N)N(C(=O)C4CCC4)[C@H]3CO)cc2)c1 | -1.7

Some of the compounds tested (hit frequency here may not be typical).
